ABHD5-PLIN5 inh = ABHD5-PLIN5 interaction inhibitors, primary screen, cell lysate, split luciferase complementation, luminescence | Perilipin-5 (Homo sapiens) + 1-acylglycerol-3-phosphate O-acyltransferase ABHD5 (Homo … | Split G. princeps luciferase complementation, 4 h | inhibition, % at 4 µM | hit rate 0.78% among 360,000 | AID 602281, 2012;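 active means inhibition above the mean inhibition across every tested compound plus 3 SD, cut at about 22% in these data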;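 further: 0% = DMSO only wells and the 100% control is not disclosed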
LRH-1 inv ag = LRH-1 (NR5A2) inverse agonists, primary screen, cell-based, luminescence, HEK293T, StAR-luciferase reporter; LRH-1 transfected, 24 h; inhibition, % at 3.6 µM; hit rate 0.13% among 360,000; AID 602396, 2012;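 active means inhibition above the mean inhibition of all tested compounds plus 3 SD, cut at about 73% in these data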;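 further: 0% = DMSO wells and 100% = reporter-only cells lacking LRH-1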
NR2F2 inh = NR2F2 transcriptional activity inhibitors, primary screen, cell-based, luciferase reporter, HEK293T, luminescence; COUP transcription factor 2 (Homo sapiens), P24468; HEK293T NGFI-A luciferase reporter; inhibition, % at 8.6 µM; hit rate 0.7% among 370,000;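 active means inhibition above a per-plate cutoff, mean inhibition of test wells between control levels plus 3 SD, cut at about 38% in these data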;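 further: cells cotransfected with COUP-TFII expression vector driving the NGFI-A reporter; 0% = median of COUP-TF2 test wells and 100% = reporter-only cells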
NCOA3 inh = SRC3 coactivator transcriptional activity inhibitors, primary screen, cell-based, luminescence; hit rate 0.17% among 360,000; HEK293 GAL4-SRC3 luciferase reporter; inhibition, % at 3.6 µM; Nuclear receptor coactivator 3 (Homo sapiens), Q9Y6Q9;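 active means inhibition above a per-campaign cutoff, the mean of all compounds plus 3 SD, cut at about 60% in these data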;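 further: 0% = DMSO-treated cells and 100% = gossypol-treated cells at 36 µM; higher means less SRC3-driven luciferase light from the GAL4 reporter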
Granule exo inh = LAMP-1 surface exposure blockers, TALL-104 cells – cell-based, flow cytometry, MLPCN library, primary screen | inhibition, % at 10 µM | hit rate 0.66% among 360,000 | TALL-104 LAMP-1 surface exposure; cells stimulated with thapsigargin and PMA;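 active means inhibition above about 55%, limit read from the data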
TWEAK-Fn14 inh = inhibitors of TWEAK-Fn14 signaling, primary screen, luciferase reporter cells, uHTS. inhibition, % at 10 µM. hit rate 2% among 360,000. TWEAK-stimulated Fn14 reporter cells, luciferase luminescence, 8 h. AID 1159606, 2016; in the data active means inhibition above about 50%
SRC2 inh = inhibition of GAL4-SRC2 driven luciferase reporter, primary screen, SRC2 inhibitor project, cell-based, luminescence; HEK293 GAL4-SRC2 luciferase reporter; inhibition, % at 9 µM; hit rate 0.17% among 370,000; AID 651957, 2012;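 active means inhibition above the mean inhibition of all tested compounds plus 3 SD, set per campaign, cut at about 52% in these data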;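 further: 0% = DMSO treated cells and 100% = cells given Gossypol at 36 µM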
TROY NFkB inh = inhibitors of TROY-driven NF-kB signaling, primary screen, Q293 LMP1-TROYcd cells, NF-kB luciferase, uHTS; Q293 LMP1-TROYcd NF-kB luciferase reporter, 4 h; inhibition, % at 10 µM; hit rate 0.98% among 360,000; AID 1347056, 2019;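 active means compounds whose plate-normalised and pattern-corrected inhibition of the luciferase reporter signal at the single screening dose is 50% or more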
TLR9-MyD88 block = inhibitors of TLR9-MyD88 association in cells, primary screen, cell-based, CHO, BLA complementation, fluorescence; inhibition, % at 4.98 µM; Toll-like receptor 9 (Homo sapiens) + Myeloid differentiation primary response protein …; AID 504734, 2011; hit rate 0.21% among 340,000; CCF4 FRET ratio;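 active means inhibition above the mean over all tested compounds plus 3 SD, cut at about 21% in these data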;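 further: 0% = DMSO only wells and 100% = clavulanate BLA inhibitor control wells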
Target sequence (Q99836 whole entry, looked up): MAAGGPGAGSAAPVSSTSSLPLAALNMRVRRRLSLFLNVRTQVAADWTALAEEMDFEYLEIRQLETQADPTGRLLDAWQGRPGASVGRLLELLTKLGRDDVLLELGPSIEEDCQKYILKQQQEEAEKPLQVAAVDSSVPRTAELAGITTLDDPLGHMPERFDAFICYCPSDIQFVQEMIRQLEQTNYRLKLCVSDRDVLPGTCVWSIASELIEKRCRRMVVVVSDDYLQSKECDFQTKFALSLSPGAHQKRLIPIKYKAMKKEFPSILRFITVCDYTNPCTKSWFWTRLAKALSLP
Target sequence (Q9NR96 whole entry, looked up): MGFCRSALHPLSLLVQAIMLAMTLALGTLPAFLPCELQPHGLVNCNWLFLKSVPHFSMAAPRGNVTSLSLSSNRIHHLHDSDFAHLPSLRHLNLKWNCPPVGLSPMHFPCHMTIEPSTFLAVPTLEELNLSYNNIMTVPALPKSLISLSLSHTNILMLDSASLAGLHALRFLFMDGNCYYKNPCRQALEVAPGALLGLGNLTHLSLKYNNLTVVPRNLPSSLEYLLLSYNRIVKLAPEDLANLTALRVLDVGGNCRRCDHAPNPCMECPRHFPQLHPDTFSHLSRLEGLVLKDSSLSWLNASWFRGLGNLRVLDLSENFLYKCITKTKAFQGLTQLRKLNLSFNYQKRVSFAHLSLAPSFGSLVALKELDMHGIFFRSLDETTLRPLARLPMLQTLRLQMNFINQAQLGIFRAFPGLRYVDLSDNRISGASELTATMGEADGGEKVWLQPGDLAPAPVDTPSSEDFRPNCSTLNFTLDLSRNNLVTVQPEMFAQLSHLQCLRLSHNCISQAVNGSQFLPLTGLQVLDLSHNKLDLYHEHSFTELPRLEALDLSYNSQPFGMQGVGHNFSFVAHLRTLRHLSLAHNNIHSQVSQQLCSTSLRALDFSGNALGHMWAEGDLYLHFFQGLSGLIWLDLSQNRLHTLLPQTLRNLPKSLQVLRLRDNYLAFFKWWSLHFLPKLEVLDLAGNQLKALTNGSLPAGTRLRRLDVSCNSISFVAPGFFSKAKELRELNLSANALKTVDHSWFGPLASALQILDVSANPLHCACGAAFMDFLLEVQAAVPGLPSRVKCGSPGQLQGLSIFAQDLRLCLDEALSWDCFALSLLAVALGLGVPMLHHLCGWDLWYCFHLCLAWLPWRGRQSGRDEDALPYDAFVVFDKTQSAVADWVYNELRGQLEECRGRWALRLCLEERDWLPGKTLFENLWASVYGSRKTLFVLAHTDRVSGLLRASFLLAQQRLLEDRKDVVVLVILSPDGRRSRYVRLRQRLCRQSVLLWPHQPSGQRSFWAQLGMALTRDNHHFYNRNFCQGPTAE
NOD2 RIPK2 PPI = NOD2-RIPK2 binding disruptors in cells, primary screen, fluorescence, CHO cells, BLA complementation; hit rate 0.38% among 360,000; inhibition, % at 4.98 µM; CCF4 ratio; in the data active means inhibition above about 21%;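 further: 0% = vehicle only and 100% = reference blocker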
NCOA1 inh = SRC1 coactivator transcriptional activity inhibitors, primary screen, cell-based, luminescence; Nuclear receptor coactivator 1 (Homo sapiens), Q15788; HEK293 GAL4-SRC1 luciferase reporter; inhibition, % at 3.6 µM; hit rate 0.12% among 360,000;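 active means inhibition above the campaign mean plus 3 SD, with each screening campaign given its own cutoff, cut at about 60% in these data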;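 further: 0% = DMSO treated cells and 100% = gossypol at 36 µM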
Starred values were filed as active, the others as inactive; nt = not tested or not shown. A portion of the library, so the mix of outcomes need not match the whole.

SMILES	ABHD5-PLIN5 inh	LRH-1 inv ag	NR2F2 inh	NCOA3 inh	Granule exo inh	TWEAK-Fn14 inh	SRC2 inh	TROY NFkB inh	TLR9-MyD88 block	NOD2 RIPK2 PPI	NCOA1 inh
Cc1ccc(NC(=O)/C=C/c2ccc3c(c2)OCO3)cc1S(=O)(=O)N1CCOCC1	-1	20	5	19	2	3	-3	13	-23	-2	-1
O=C(C1CCN(Cc2nc(-c3ccc(Cl)cc3)no2)CC1)N1CCOCC1	3	15	1	24	-2	11	22	0	-4	-6	9
CN(C)S(=O)(=O)c1ccc(C(=O)N2CCN(C(=O)C3CCCO3)CC2)cc1 (stereo not given)	3	-13	11	-6	7	0	22	-11	-6	-9	-1
CCC(C)c1ccc(NC(=O)N2CCN(C(=O)C3CCCO3)CC2)cc1 (stereo not given)	0	3	6	5	-14	-9	-26	3	-7	1	0
CCOC(=O)c1sc(N=NC2=C(O)CCCC2=O)c(C(=O)OCC)c1C	-2	-14	-18	-10	-2	-21	-26	-41	7	5	-8
CC(=O)Nc1ccc(N/C=C(\C=O)c2nc3ccccc3o2)cc1	0	17	10	6	-1	-17	-8	16	-15	-1	-27
Cc1ccc(C)c(NS(=O)(=O)c2ccc3c(c2)Cc2cc(S(=O)(=O)Nc4cc(C)ccc4C)ccc2-3)c1	-2	-23	-22	15	-5	-12	11	-4	4	-4	13
CCCCCCCCN1C(=O)[C@H](CC(=O)N2CCCC2)C[C@@]2(C(=O)OC)CCCCC=C12	3	6	15	nt	2	-7	29	-9	nt	1	nt
COc1ccc(NS(=O)(=O)c2cc(NC(=O)[C@@H](NC(=O)c3ccccc3)C(C)C)ccc2C)cc1	-4	-5	7	32	4	26	-54	17	-9	-4	0
CCCN(C(=O)c1cc(-c2ccco2)nc2ccccc12)c1c(N)n(Cc2ccccc2)c(=O)[nH]c1=O	13	-13	-19	13	9	15	-10	10	-1	-2	-11
C/C(=N\NC(=S)NCc1ccccc1)c1ccc2ccccc2c1OC(F)F	-10	12	-15	3	4	11	-7	38	-2	3	-10
CCOc1ccc(/C=N/n2c(-c3ccccc3)n[nH]c2=S)cc1	-7	-15	10	-6	-1	-15	-12	22	-2	-5	-27
N#CCCN1CCCN(CCC#N)CCN(CCC#N)CCCN(CCC#N)CC1	3	4	-20	8	-10	10	4	14	-2	-12	13
NC(=O)C1CCCN(C(=S)Nc2ccccc2)C1 (stereo not given)	-1	2	0	-13	0	-8	5	-4	-9	-16	3
O=C(/C=C/c1c(Cl)cccc1Cl)N1CCOCC1	10	5	-15	-37	-3	-16	-25	-15	-2	-3	12
Cc1ccc(CN2CCN(Cc3cccn3-c3ccc(Cl)cn3)CC2CCO)o1 (stereo not given)	2	-3	10	2	-3	1	6	-6	8	-6	9
CCOC(=O)N1CCN(c2ccc(C(=O)c3ccccc3)cc2F)CC1	-1	-44	-3	-68	-8	-8	-42	-23	5	9	-76
COc1cccc(C(NC(C)=O)c2nc(-c3cccs3)cs2)c1 (stereo not given)	5	15	5	6	-9	-16	-33	-4	nt	3	2
O=c1oc2ccccc2n1CCCCCn1c(=O)oc2ccccc21	4	12	-8	-4	-2	-5	-5	-27	9	0	-8
O=C(Nc1ccc(C(F)(F)F)cc1)C1CCN(S(=O)(=O)c2ccc(N3CCCC3=O)cc2)CC1	-6	-6	-4	3	-2	6	5	16	-4	2	-25
Cc1ccc2c(=O)n3c(nc2c1)C(C)NC(=O)c1cccnc1-3 (stereo not given)	0	6	0	-11	2	7	15	-2	7	13	16
COc1cccc(/C=N/NC(=O)C(C)n2nnc3ccccc32)c1 (stereo not given)	-1	18	-10	5	0	-9	-25	-6	1	-6	1
Cc1noc(C)c1COC(=O)c1cc(=O)[nH]c2ccccc12	7	-6	-19	-3	-2	-5	-1	-13	-1	2	-11
COc1ccc(CNn2cnnc2)c(O)c1	-2	-11	10	-2	-6	0	-25	7	0	5	-22
COc1ccc(CN2C(=O)c3cccnc3C2Nc2cc(Cl)c(OC)cc2OC)cc1 (stereo not given)	0	27	13	-7	-3	-16	-13	7	3	11	-2

4 records drawn at random from those above:
SMILES	ABHD5-PLIN5 inh	LRH-1 inv ag	NR2F2 inh	NCOA3 inh	Granule exo inh	TWEAK-Fn14 inh	SRC2 inh	TROY NFkB inh	TLR9-MyD88 block	NOD2 RIPK2 PPI	NCOA1 inh
CCCN(C(=O)c1cc(-c2ccco2)nc2ccccc12)c1c(N)n(Cc2ccccc2)c(=O)[nH]c1=O	13	-13	-19	13	9	15	-10	10	-1	-2	-11
O=c1oc2ccccc2n1CCCCCn1c(=O)oc2ccccc21	4	12	-8	-4	-2	-5	-5	-27	9	0	-8
Cc1ccc(C)c(NS(=O)(=O)c2ccc3c(c2)Cc2cc(S(=O)(=O)Nc4cc(C)ccc4C)ccc2-3)c1	-2	-23	-22	15	-5	-12	11	-4	4	-4	13
Cc1ccc(NC(=O)/C=C/c2ccc3c(c2)OCO3)cc1S(=O)(=O)N1CCOCC1	-1	20	5	19	2	3	-3	13	-23	-2	-1

Returning to the listing, starting 2 compounds before the break.
SMILES	ABHD5-PLIN5 inh	LRH-1 inv ag	NR2F2 inh	NCOA3 inh	Granule exo inh	TWEAK-Fn14 inh	SRC2 inh	TROY NFkB inh	TLR9-MyD88 block	NOD2 RIPK2 PPI	NCOA1 inh
COc1ccc(CNn2cnnc2)c(O)c1	-2	-11	10	-2	-6	0	-25	7	0	5	-22
COc1ccc(CN2C(=O)c3cccnc3C2Nc2cc(Cl)c(OC)cc2OC)cc1 (stereo not given)	0	27	13	-7	-3	-16	-13	7	3	11	-2
Cc1ccc([C@@H]2CC=C(C(=O)O)[C@H](c3cccc(Cl)c3)N2S(=O)(=O)c2ccccc2C)cc1	-1	-9	15	10	3	8	-3	22	-3	-1	15
Cc1ccccc1CC1(CO)CCCN(C(=O)CCCN2CCCCC2=O)C1 (stereo not given)	10	-9	13	15	-4	10	-18	-6	4	-4	3
Cc1cccc(Cn2c(C(=O)OC(C)C)cc3c2ccn3C)c1	-14	2	16	-28	1	4	23	16	7	5	-4
O=C(NCc1ccc(C(F)(F)F)cc1)C1CC(c2ccc(C(F)(F)F)cc2)=NO1 (stereo not given)	-3	9	-4	15	-2	22	5	30	1	-10	-13
CC1=CC(=C(C#N)C#N)C=C(C)N1CCN1CCN(C(=O)Nc2cccc(Cl)c2)CC1	2	-5	-1	-3	11	-2	8	14	0	0	-2
COc1ccc(CCNC(=O)CC2SC(=Nc3cc(C)cc(C)c3)NC2=O)cc1OC (stereo not given)	4	-6	3	15	-2	28	14	19	-8	-9	-7
CCOC(=O)N1CCC(N2CCN(Cc3ccc(F)c(F)c3)C(CCO)C2)CC1 (stereo not given)	-6	15	33	-12	-6	12	-2	8	-3	0	0
O=C(CN1C(=O)NC2(CCCc3ccccc32)C1=O)c1ccc(F)c(F)c1 (stereo not given)	3	7	12	-3	-4	12	-19	-3	-1	-1	8
O=C1/C(=C\c2ccncc2)CCc2ccccc21	32*	-11	-23	-5	-2	31	8	15	-6	9	-22
CCC1(C)Cc2c(sc3nnn(CC(=O)Nc4cccc5ccccc45)c(=O)c23)CO1 (stereo not given)	11	11	28	-25	6	-10	-20	9	8	-6	2
COc1cc2nc(COc3ccc(C#N)cc3)n(CC#N)c(=O)c2cc1OC	3	7	8	-9	6	-9	10	7	-5	-1	-4
CCOc1ccc2nc(COC(=O)c3cccc([N+](=O)[O-])c3)c(C(C)=O)[n+]([O-])c2c1	-2	-10	-8	11	-4	-16	7	12	nt	-13	11
Cc1cc(C)cc(NC(=O)CSc2nnc(Cc3cccn3C)n2-c2ccc(F)cc2)c1	5	-5	1	-21	3	24	-27	-6	4	2	-16
CC(C)COc1ccc(C(=S)N2CCCC2)cc1	2	-4	6	30	-5	21	38	-40	-10	-34	19
COc1cc(C(CCN2CCCC2)c2c(OC)cc(OC)c3c(-c4ccccc4)cc(=O)oc23)cc(OC)c1OC (stereo not given)	4	-8	-8	-15	-6	-24	-4	-3	6	0	5
CC1CN(C(=O)C(Sc2ccccc2)c2ccccc2)CC(C)O1 (stereo not given)	2	0	18	20	-3	25	3	7	-5	-8	-1
CC1CCC2C(=O)N(c3cc(Cl)ccc3OC(=O)c3ccco3)C(=O)C2C1 (stereo not given)	2	7	13	3	-9	-5	-24	20	-6	-8	-1
Nn1c(SCC(=O)N2CCOCC2)nnc1C1CC1	4	10	-5	17	-1	32	17	1	3	-3	5
Cc1c(C)n(Cc2ccccc2)c2ccc(C(=O)OCCCN(C)C)cc12	12	4	5	9	3	-22	-5	-19	0	12	-14
CC(C)(Oc1ccc(Cl)cc1)C(=O)O/N=C(\N)c1ccncc1	8	17	10	6	27	8	-4	15	3	-2	10
O=C(Cn1nc(-c2ccccc2Cl)ccc1=O)Nc1ccc(Br)cc1	4	13	17	6	-2	12	17	7	-2	-11	-6
COc1cc(/C=C/C(=O)N2CCCc3ccccc32)cc(OC)c1OC	-3	2	-1	17	-2	21	-38	-8	5	-6	7
COc1ccc(NC(=O)CNC(=O)Cc2cccc3ccccc23)c(OC)c1	2	-20	1	8	-3	-16	-3	-14	-4	-6	-21
O=C(Cc1ccccc1)c1ccc(Cl)cc1	5	-11	9	5	-2	-11	-10	-31	3	-4	-9
CCC(=O)N1CCc2cc(S(=O)(=O)CCC(=O)Nc3ccc(OC)cc3)ccc21	-7	8	-4	-5	19	3	0	8	-2	-9	12
COc1cccc(CNC(=O)CSc2nc(=O)n(Cc3ccncc3)c3c2CCC3)c1	9	-4	-34	0	-3	10	-8	-6	2	10	-8
COc1cccc(NC(=O)c2ccccc2Oc2ccccc2)c1	-6	14	3	-8	-3	-7	-21	1	-9	-6	7
CCCCCC1=NN2C(=O)CC(=O)N=C2S1	-3	1	5	1	-4	5	9	0	-11	-8	-9

Five successive compounds from above, quoted:
SMILES	ABHD5-PLIN5 inh	LRH-1 inv ag	NR2F2 inh	NCOA3 inh	Granule exo inh	TWEAK-Fn14 inh	SRC2 inh	TROY NFkB inh	TLR9-MyD88 block	NOD2 RIPK2 PPI	NCOA1 inh
O=C(Cc1ccccc1)c1ccc(Cl)cc1	5	-11	9	5	-2	-11	-10	-31	3	-4	-9
CCC(=O)N1CCc2cc(S(=O)(=O)CCC(=O)Nc3ccc(OC)cc3)ccc21	-7	8	-4	-5	19	3	0	8	-2	-9	12
COc1cccc(CNC(=O)CSc2nc(=O)n(Cc3ccncc3)c3c2CCC3)c1	9	-4	-34	0	-3	10	-8	-6	2	10	-8
COc1cccc(NC(=O)c2ccccc2Oc2ccccc2)c1	-6	14	3	-8	-3	-7	-21	1	-9	-6	7
CCCCCC1=NN2C(=O)CC(=O)N=C2S1	-3	1	5	1	-4	5	9	0	-11	-8	-9
